Screening data deposited in PubChem by National Center for Advancing Translational Sciences (NCATS).
TrxR1 substrate: qHTS Assay for Substrates of Mammalian Selenoprotein Thioredoxin Reductase 1 (TrxR1): qHTS; hit rate 0.01% among 390,000; Thioredoxin reductase 1, cytoplasmic (Rattus norvegicus), O89049; purified TrxR1 substrate turnover, NADPH consumption readout; AID 588456, 2011; Potency, µM (doses to about 114 µM), without a hit: at the top dose activity change, negative = substrate turnover; further: potency means the concentration at half of the fitted maximal effect; on the % scale 0 is the no-effect control and ±100 the full control effect; nearly all actives have a fitted effect of over 50% in size
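Rat TrxR1, dispensed at 90 nM, was prereduced with 400 uM NADPH (final) for 5 min at ~22 deg C, then incubated with compound 15 min before 400 uM selenite. A first-read NADPH fluorescence drop versus no-compound background flagged substrates.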
TrxR1 inh: qHTS Assay for Inhibitors of Mammalian Selenoprotein Thioredoxin Reductase 1 (TrxR1): qHTS; Potency, µM (doses to about 114 µM), for inactives: at the top dose activity change, negative = inhibition, most hits filed as inhibitors; hit rate 1% among 390,000; recombinant rTrxR1, NADPH fluorescence consumption, selenite substrate; further: potency means the concentration at half of the fitted maximal effect; on the % scale 0 is the no-effect control and ±100 the full control effect; nearly all actives have a fitted effect of over 65% in size
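Rat TrxR1 (90 nM in the dispensed reagent) was pre-reduced with 400 uM NADPH for 5 min at room temperature, then incubated with compound for 15 min. After 400 uM selenite was added, NADPH fluorescence (Ex 340/Em 450 nm) was followed for 8 min.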
USP1 inh: Inhibitors of USP1/UAF1: Primary Screen; Potency, µM (doses to about 57.1 µM), for inactives: top-dose activity change, negative = inhibition, usual class: inhibitors; AID 743255, 2014; hit rate 0.23% among 390,000; recombinant USP1/UAF1, Ub-Rhodamine cleavage fluorescence; Ubiquitin carboxyl-terminal hydrolase 1 (Homo sapiens), O94782; further: potency means the concentration at half of the fitted maximal effect; on the % scale 0 is the no-effect control and ±100 the full control effect; nearly all actives have a fitted effect of over 60% in size; inactives centre near -12
Target sequence (O94782 whole entry, looked up): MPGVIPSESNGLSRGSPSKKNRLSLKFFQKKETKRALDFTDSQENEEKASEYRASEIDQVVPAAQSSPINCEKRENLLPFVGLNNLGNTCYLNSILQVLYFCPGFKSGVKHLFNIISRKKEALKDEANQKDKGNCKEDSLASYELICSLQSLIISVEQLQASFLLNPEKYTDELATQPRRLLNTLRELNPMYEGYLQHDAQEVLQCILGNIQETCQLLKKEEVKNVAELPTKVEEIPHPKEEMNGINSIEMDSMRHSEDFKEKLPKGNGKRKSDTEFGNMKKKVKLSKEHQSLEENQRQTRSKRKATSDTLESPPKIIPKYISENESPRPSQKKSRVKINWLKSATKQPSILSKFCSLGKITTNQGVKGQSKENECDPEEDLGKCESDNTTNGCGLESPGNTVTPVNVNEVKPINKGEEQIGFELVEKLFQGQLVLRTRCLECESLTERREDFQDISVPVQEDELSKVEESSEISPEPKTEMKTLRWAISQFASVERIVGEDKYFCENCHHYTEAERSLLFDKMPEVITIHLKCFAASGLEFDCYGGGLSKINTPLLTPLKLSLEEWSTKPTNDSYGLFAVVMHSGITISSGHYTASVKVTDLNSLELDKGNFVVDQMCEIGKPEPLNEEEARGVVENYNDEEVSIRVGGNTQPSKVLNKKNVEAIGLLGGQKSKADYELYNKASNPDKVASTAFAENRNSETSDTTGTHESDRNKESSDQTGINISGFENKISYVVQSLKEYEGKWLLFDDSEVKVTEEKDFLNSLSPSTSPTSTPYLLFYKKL
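USP1/UAF1 complex (1 nM) preincubated 15 min at room temperature with compound, then Ub-Rho substrate (150 nM final) added. Kinetic fluorescence at 480/540 nm over 6 reads at 60 s intervals; 50 mM HEPES pH 7.8, 0.5 mM EDTA, 0.1 mg/ml BSA, 1 mM TCEP, 0.01% Tween-20.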
TRHR enhancer: qHTS for Small Molecule Agonists and Allosteric Enhancers of Human TRH Receptor: Primary Screen for Enhancers. Thyrotropin-releasing hormone receptor (Homo sapiens), P34981. TRHR cells, fluo-8 calcium fluorescence, EC20 TRH enhancement. enhancement, % at 2 µM. hit rate 0.66% among 360,000. AID 493056, 2011; in the data active means enhancement above about 30%; further: 0% is about no effect
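Enhancer read-out: after compound pinning and an initial kinetic agonist-mode read, an EC20 of TRH (10 nM final) was injected and fluo-8 calcium signal (Ex 480/Em 530) followed at 1 s/cycle for 100 cycles in TRHR-expressing cells.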
mIDH1 inhibitor: qHTS for Inhibitors of mutant isocitrate dehydrogenase 1 (IDH1): qHTS. Potency, µM (doses to about 76.6 µM), without a hit: at the highest dose activity change, negative = inhibition, usual class: inhibitors. Isocitrate dehydrogenase [NADP] cytoplasmic (Homo sapiens), O75874. IDH1-R132H enzyme, NADPH consumption, diaphorase/resazurin fluorescence. hit rate 0.093% among 390,000; further: potency means the concentration at half of the fitted maximal effect; on the % scale 0 is the no-effect control and ±100 the full control effect; nearly all actives have a fitted effect of over 65% in size
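IDH1-R132H (0.5 ug/mL) preincubated 30 min with compound, then NADPH (0.016 mM) and alpha-KG (2 mM) added; 80 min at RT, pH 7.5. Remaining NADPH coupled via diaphorase/resazurin to fluorescence (540/590 nm); concentration-response curves normalized to no-enzyme control.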
D2 antagonist: HTS Assay for Allosteric Antagonists of the Human D2 Dopamine Receptor: Primary Screen for Antagonists; AID 485344, 2010; HEK293 TREx D2 cells, calcium flux, dopamine EC80; inhibition, % at 10 µM; hit rate 2% among 340,000; D(2) dopamine receptor (Homo sapiens), P14416; in the data active means inhibition above about 30%; further: 0% is about no effect
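Cells plated overnight at 30 C with tetracycline; no-wash calcium dye, 30–90 min RT; 10 s baseline; compound pinned; 180 s read; EC80 dopamine added; another 180 s read.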
D2 ag: HTS Assay for Allosteric Agonists of the Human D2 Dopamine Receptor: Primary Screen for Agonists; D(2) dopamine receptor (Homo sapiens), P14416; HEK293 T-REx D2 cells, calcium flux agonist mode; activation, % at 2 µM; hit rate 0.53% among 340,000; AID 485358, 2010;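 active means activation over 3 SD above normal in the single-dose calcium agonist read, cut at about 30% in these data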; further: 0% is about no effect
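In this primary screen, compounds producing a positive calcium signal within 180 s of addition to tetracycline-induced, force-coupled HEK293 Trex D2 cells are flagged; cells are dye-loaded with a no-wash calcium kit beforehand.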
TRHR ag: qHTS for Small Molecule Agonists and Allosteric Enhancers of Human TRH Receptor: Primary Screen for Agonists. Thyrotropin-releasing hormone receptor (Homo sapiens), P34981. TRHR cells, calcium flux fluo-8, FDSS agonist mode. activation, % at 2 µM. hit rate 0.18% among 360,000; in the data active means activation above about 30%; further: 0% is about no effect
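Fluo-8-loaded TRHR cells; 10 s baseline, compound added, kinetic Ca2+ fluorescence read 1/s, agonist mode.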
PI4K2A inh: qHTS for small molecular inhibitors of PI4K2A. hit rate 0.13% among 420,000. purified PI4K2A, ADP-Glo luminescence, 1 h; hits give low values. activity change, negative = inhibition, % at 76.9 µM. AID 1346378, 2018. Phosphatidylinositol 4-kinase type 2-alpha (Homo sapiens), Q9BTU6; in the data active means activity change below about -50%; inconclusive means mostly about -30% to -49%;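 further: -100% = wells without enzyme as full effect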
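Compounds are screened against recombinant PI4K2A using PI as substrate and ATP, the latter dispensed at 300 microM. Reactions run one hour at ambient temperature before ADP-Glo detection; full inhibition defined by wells lacking enzyme.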
The depositor's hits bear a star; ? = inconclusive; nt = no result given; & = joins results of further samples; [ ] = dose if it differs, or a comment. Unless noted, the call rests on the fitted dose curve; in most records, active means well fitted inhibition curve with a large enough effect; inconclusive means small, poorly fitted or top-dose-only effect; inactive means no such curve, though single readings can be large or run the other way.

SMILES | TrxR1 substrate | TrxR1 inh | USP1 inh | TRHR enhancer | mIDH1 inhibitor | D2 antagonist | D2 ag | TRHR ag | PI4K2A inh
O=C(CSc1nc2ccccc2s1)Nc1ccc(C(=O)O)cc1 | 19% | 45% | -17% | -4 | -4% | -7 | 1.5 | 1.1 | -8
COc1ccc(CNC(=O)c2ccc(N3CCCC3)c(NC(=O)NCc3ccc(F)cc3)c2)cc1 | -3%[57.1 µM] | 2%[57.1 µM] | ? | -3 | -6% | nt | 1.2 | -0.8 | 3
CCOC(=O)COc1ccc2c3c(c(=O)oc2c1)CCCC3 | 58%[activator] | 47%[activator] | -26% | 2 | 1% | 1 | 0.0 | -0.1 | 0
CCCCCC(=O)N/N=C/c1ccccc1[N+](=O)[O-] | -2%[57.1 µM] | -3%[57.1 µM] | -9% | 2 | -4% | 11 | 1.8 | -0.3 | 8
C#CCOCCOCCOCCNc1nc(N2CCN(C(=O)Cn3cc(CCCN=C(N)N)nn3)CC2)nc(N2CCN(C(=O)[C@H](CCCCN)n3cc(CCC(=O)O)nn3)CC2)n1 | 10% | 19% | -23% | 7 | 14% | -5 | 0.4 | -0.1 | -4
NC(=S)NN=C1CCCCC12CCCC2 | -2%[2.29 µM] | -2%[2.29 µM] | -15% | nt | 5% | nt | nt | nt | 2
CC(=O)c1cc(C)ccc1OC(=O)c1cccnc1 | 14%[57.1 µM] | 22%[57.1 µM] | 1% | 13 | 4% | -24 | -0.9 | -0.3 | 7
Cc1ccc(N2C(=O)Nc3ccc(Br)cc3C2(O)C(=O)NCCCN(C)C)cc1C (stereo unspecified) | 11%[57.1 µM] | 9%[57.1 µM] | -19% | 12 | 0% | -5 | 0.4 | -0.3 | 3
CCOc1ccc(CCNC(=O)CCCn2c(=O)c3cccn3c3cccnc32)cc1OCC | 22%&-7% | 8%&-2% | -12%&-10% | -4&1 | 8%&-6% | 1 | -1.6&0.2 | -0.7&-0.4 | -3&-4
Cc1ccc(N2C(=O)N3[C@H](c4ccc(F)cc4)[C@@H]4C(=O)N(C5CCCCC5)C(=O)[C@@H]4[C@]3(C)C2=O)cc1 | -7% | 4% | ? | 2 | 6% | 28 | 0.4 | 0.6 | -5
O=C(Nc1cccc(S(=O)(=O)N2CCCCC2)c1)c1cc2ccccc2o1 | -9% | -6% | -18% | -13 | -6% | 8 | 1.0 | 0.2 | 33
COc1ccc(-c2cc3nc4ccccc4n3c(N)c2C#N)cc1 | 16% | -2% | -15% | 1 | 6% | -13 | 0.2 | -0.1 | -1
COc1ccc(NC(=O)COC(=O)CC2CC3CCC2C3)c([N+](=O)[O-])c1 (stereo unspecified) | -9% | -13% | -9% | 3 | 2% | -3 | -0.4 | 0.0 | -2
COc1cc([N+](=O)[O-])ccc1NC(=O)Nc1ccc(C(=O)N2CCCC2)cc1 | -1% | -4% | 0% | 29 | 4% | nt | nt | -0.8 | 0
COC(=O)N1CCN(c2ccc(C)cc2)C(C)C1 (stereo unspecified) | -1% | 14% | -2% | -1 | 0% | -1 | -0.3 | -0.2 | 3
Cc1ccc(S(=O)(=O)CCC#N)cc1 | 3% | 21% | -20% | 0 | 4% | -26 | -0.4 | -2.1 | -3
Cc1cc(C(=O)Nc2nccs2)c2cc(F)ccc2n1 | 2%[57.1 µM] | -9%[57.1 µM] | 9% | 4 | 4% | -9 | 0.6 | 0.2 | 1
CN(CC1CCN(CCc2cccc(C(F)(F)F)c2)CC1)C(=O)c1ccccc1 | 1% | 27% | -10% | -2 | -1% | 5 | -0.7 | -1.0 | -2
COc1ccc(CCn2c3c(c(=O)[nH]c2=O)C(NC(=O)c2ccc(Cl)cc2)(C(F)(F)F)C(=O)N3)cc1OC (stereo unspecified) | -5% | 11% | -28% | 2 | -12% | nt | -0.3 | -0.1 | -1
Nc1nc2nc(-c3ccccc3)cc(C(F)(F)F)c2s1 | 6%[57.1 µM] | 25%[57.1 µM] | ? | -8 | 1% | -5 | 0.3 | 0.7 | -1

Nothing new here: entries from further up.
SMILES | TrxR1 substrate | TrxR1 inh | USP1 inh | TRHR enhancer | mIDH1 inhibitor | D2 antagonist | D2 ag | TRHR ag | PI4K2A inh
O=C(CSc1nc2ccccc2s1)Nc1ccc(C(=O)O)cc1 | 19% | 45% | -17% | -4 | -4% | -7 | 1.5 | 1.1 | -8
COc1ccc(CNC(=O)c2ccc(N3CCCC3)c(NC(=O)NCc3ccc(F)cc3)c2)cc1 | -3%[57.1 µM] | 2%[57.1 µM] | ? | -3 | -6% | nt | 1.2 | -0.8 | 3
CCOC(=O)COc1ccc2c3c(c(=O)oc2c1)CCCC3 | 58%[activator] | 47%[activator] | -26% | 2 | 1% | 1 | 0.0 | -0.1 | 0
CCCCCC(=O)N/N=C/c1ccccc1[N+](=O)[O-] | -2%[57.1 µM] | -3%[57.1 µM] | -9% | 2 | -4% | 11 | 1.8 | -0.3 | 8
C#CCOCCOCCOCCNc1nc(N2CCN(C(=O)Cn3cc(CCCN=C(N)N)nn3)CC2)nc(N2CCN(C(=O)[C@H](CCCCN)n3cc(CCC(=O)O)nn3)CC2)n1 | 10% | 19% | -23% | 7 | 14% | -5 | 0.4 | -0.1 | -4
NC(=S)NN=C1CCCCC12CCCC2 | -2%[2.29 µM] | -2%[2.29 µM] | -15% | nt | 5% | nt | nt | nt | 2
CC(=O)c1cc(C)ccc1OC(=O)c1cccnc1 | 14%[57.1 µM] | 22%[57.1 µM] | 1% | 13 | 4% | -24 | -0.9 | -0.3 | 7

Remaining list, next part.
SMILES | TrxR1 substrate | TrxR1 inh | USP1 inh | TRHR enhancer | mIDH1 inhibitor | D2 antagonist | D2 ag | TRHR ag | PI4K2A inh
O=C1C2C3CCC(CC3)C2C(=O)N1c1ccccc1 (stereo unspecified) | 1% | 16% | -3% | 8 | -3% | 0 | -1.0 | -0.6 | -3
COc1ccc(C(=O)NCc2nnc(SCC(=O)c3ccc(F)cc3)n2C)cc1OC | -2% | -20% | -6% | 5 | 7% | -4 | -0.1 | -0.1 | -6
O=C(Nc1ccccc1F)c1ccncc1 | 2% | 13% | -1% | -2 | -11% | 1 | 0.2 | 0.5 | 5
NS(=O)(=O)c1ccc(CNC(=O)c2cc(-c3ccccn3)nc3ccc(Cl)cc23)cc1 | 11%[57.1 µM] | 28%[57.1 µM] | -22% | 1 | 3% | -17 | 0.7 | 0.9 | -27
COC(=O)c1ccccc1-n1c(C)nc(=O)c(-c2ccccc2)c1C | -2% | 15% | -15% | -5 | -3% | -16 | -1.2 | -0.2 | -1
Cc1cc2cc(CN(Cc3ccco3)C(=O)C3CCCCC3)c(=O)[nH]c2cc1C | -7% | -28% | -10% | 9 | 2% | -4 | -0.6 | 0.0 | -9
Cc1ccccc1S(=O)(=O)Cc1ccc(C(=O)NC2CC2)o1 | -1% | 6% | -4% | 4 | 3% | 3 | 5.1 | 0.3 | -1
Cc1ccc(Nc2ccc(N3CCN(C(=O)c4ccc([N+](=O)[O-])cc4Cl)CC3)nn2)cc1 | -6%[57.1 µM] | 10%[57.1 µM] | ? | -12 | -6% | nt | 5.6 | -0.3 | 5
COc1cc(C(C)=O)ccc1O | -10% | -11% | 7% | 1 | 0% | 15 | -0.4 | -0.2 | 4
O=C(NC1CCCCC1)c1cc(-c2ccc(O)cc2)on1 | 4% | 20% | -13% | 2 | -7% | 4 | 4.2 | 0.1 | 0
CCc1ccc(NC(=O)C2CCCN(S(=O)(=O)c3cccs3)C2)cc1 (stereo unspecified) | -7%[57.1 µM] | -5%[57.1 µM] | -6% | 6 | 1% | 18 | 0.6 | 0.2 | 3
CCC(C)(C)C1CCC2(CC1)NC(=O)N(CC(=O)Nc1nc(-c3ccc(C)cc3)cs1)C2=O (stereo unspecified) | 10%[57.1 µM] | 30%[57.1 µM] | -18% | 9 | -1% | 4 | 0.3 | 1.5 | 1
COCCNCCOCCOc1cccc(OC)c1 | 6% | -26% | -19% | 2 | 1% | -3 | 0.7 | 0.3 | 6
CCOC(=O)CN1C(=O)NC2NC(=O)NC21 (stereo unspecified) | 0% | 5% | -12% | 6 | 10% | -6 | -0.1 | 0.2 | 3
CCn1c(COc2ccc(=O)n(-c3ccccc3)n2)n[nH]c1=S | 3% | -7% | -19% | 2 | -2% | -6 | -0.4 | -0.1 | -2
COc1ccc(CCNC(=O)CN2CCOc3ccccc32)cc1OC | 0%[57.1 µM] | -7%[57.1 µM] | -27% | 58* | -6% | 4 | 0.1 | 0.0 | 1
O=C(N/N=C/c1cc2c(c([N+](=O)[O-])c1)OCO2)c1ccncc1 | -5% | 2%[57.1 µM] | -1% | 4 | 9% | 10 | -0.3 | 0.1 | 0
CN(C(=O)c1ccccc1NC(=O)C(F)(F)F)c1ccccc1 | 1% | 17% | 1% | -2 | -5% | 4 | -0.2 | 0.0 | 1
